Source: PubChem BioAssay
CHRM4 agonist – human M4 muscarinic receptor agonists, primary screen, CHO-K1 cells, Fluo-8 calcium fluorescence | AID 624127, 2012 | Muscarinic acetylcholine receptor M4 (Homo sapiens), P08173 | activation, % at 3 µM | CHO-K1 hM4/Gqi5; vehicle 0%, full acetylcholine response 100% | 0.14% of 360,000 active;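 active = activation above the run mean over all test wells plus 3 SD, cut at about 32% in these data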;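 also: peak over basal fluorescence ratio per well then scaled between controls; 0% = DMSO wells and 100% = acetylcholine at EC100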
Target sequence (P08173 whole entry, looked up): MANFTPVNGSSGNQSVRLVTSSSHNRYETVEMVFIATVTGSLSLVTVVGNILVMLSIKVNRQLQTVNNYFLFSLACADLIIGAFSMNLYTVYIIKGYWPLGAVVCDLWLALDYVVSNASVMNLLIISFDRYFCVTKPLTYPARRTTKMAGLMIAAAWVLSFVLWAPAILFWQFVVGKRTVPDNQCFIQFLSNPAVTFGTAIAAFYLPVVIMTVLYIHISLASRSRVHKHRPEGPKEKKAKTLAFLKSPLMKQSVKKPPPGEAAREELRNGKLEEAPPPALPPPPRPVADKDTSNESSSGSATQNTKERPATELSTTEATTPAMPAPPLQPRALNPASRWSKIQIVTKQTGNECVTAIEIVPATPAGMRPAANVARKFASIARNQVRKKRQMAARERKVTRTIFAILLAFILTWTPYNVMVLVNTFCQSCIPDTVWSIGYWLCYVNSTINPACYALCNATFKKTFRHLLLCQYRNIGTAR
CRFBP-R2 block – antagonists of CRF-BP/CRF-R2 complex, primary screen, cell-based, HEK293, calcium dye fluorescence, uHTS; inhibition, % at 11.8 µM; 0.59% of 350,000 active; CRF-induced calcium fluorescence;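 active = inhibition of the ligand-induced calcium signal above about 50% at the single tested concentration, limit read from the data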
M5 antag – human M5 muscarinic receptor antagonists, primary screen, CHO cells, Fluo-8 calcium fluorescence | Muscarinic acetylcholine receptor M5 (Homo sapiens), P08912 | inhibition, % at 3 µM | CHO-hM5 cells, ACh EC80 | 0.59% of 360,000 active;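 active = inhibition above a per-plate cutoff, the mean of that plate's test compounds plus 3 SD, cut at about 27% in these data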;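 also: 0% = acetylcholine EC80 with DMSO and 100% = DMSO without agonist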
Target sequence (P08912 whole entry, looked up): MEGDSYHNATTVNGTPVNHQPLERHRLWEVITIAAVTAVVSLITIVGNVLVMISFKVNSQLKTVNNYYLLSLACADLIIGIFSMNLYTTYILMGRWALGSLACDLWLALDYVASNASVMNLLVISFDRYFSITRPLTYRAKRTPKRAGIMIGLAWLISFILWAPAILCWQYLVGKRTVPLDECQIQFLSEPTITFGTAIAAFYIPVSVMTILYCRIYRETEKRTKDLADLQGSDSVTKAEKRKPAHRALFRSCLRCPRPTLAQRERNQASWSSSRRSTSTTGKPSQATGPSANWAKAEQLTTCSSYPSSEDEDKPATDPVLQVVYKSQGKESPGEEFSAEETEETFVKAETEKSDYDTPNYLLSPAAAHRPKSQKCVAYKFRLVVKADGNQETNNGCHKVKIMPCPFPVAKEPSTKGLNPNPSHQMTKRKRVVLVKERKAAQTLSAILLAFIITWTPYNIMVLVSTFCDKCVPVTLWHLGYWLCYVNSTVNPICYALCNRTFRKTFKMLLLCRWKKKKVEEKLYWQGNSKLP
M5 PAM – human M5 muscarinic receptor positive allosteric modulators, primary screen, CHO-K1 cells, Fluo-8 calcium fluorescence | Muscarinic acetylcholine receptor M5 (Homo sapiens), P08912 | CHO-K1 hM5, ACh EC20 PAM; 0% = ACh EC20, 100% = ACh EC100 | activation, % at 3 µM | 0.3% of 360,000 active | AID 624038, 2012;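 active = activation above the run cutoff, the mean activation of all test compounds plus 3 SD, cut at about 18% in these data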
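System: CHO-K1 hM5 cells. Reagent: acetylcholine, EC20 level. Compound dosing: single dose, 3 µM nominal final test concentration. Timing: Post-acetylcholine fluorescence recording 140 s. Detection: Fluo-8 calcium fluorescence. Read-out: % activation, ACh-normalized. Benchmarks: ACh EC20 and EC100 wells. Repeats: singlicate, one well per test compound.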
IDE inh – human IDE inhibitors in live cells, primary screen, fluorescence polarization, HEK cells, FAbetaB substrate. inhibition, % at 5.59 µM. AID 434962, 2010. FAbetaB cleavage. 0.41% of 320,000 active;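 active = percent inhibition above the average of all tested compounds plus 3 SD, set per screening campaign, cut at about 16% in these data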;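 also: IDE supplied by intact live HEK cells; FP after avidin binding of uncleaved biotin substrate so inhibition keeps polarization high; 0% = DMSO wells and 100% = 60 µM reference IDE inhibitor Ii1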
CHRM5 agonist – human M5 muscarinic receptor agonists, primary screen, CHO-K1 cells, Fluo-8 calcium fluorescence; CHO-K1 hM5 cells; 0% DMSO wells, 100% maximal acetylcholine response; activation, % at 3 µM; 0.19% of 360,000 active;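 active = activation above the run's mean over test compounds plus 3 SD, cut at about 23% in these data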;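 also: signal is peak over basal fluorescence ratio across the kinetic read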
M4 antag – human M4 muscarinic receptor antagonists, primary screen, CHO cells, Fluo-8 calcium fluorescence; CHO-hM4 cells, ACh EC80; 0.73% of 360,000 active; inhibition, % at 3 µM; Muscarinic acetylcholine receptor M4 (Homo sapiens), P08173; AID 624125, 2012;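 active = inhibition above its plate's cutoff, the mean inhibition of sample wells plus 3 SD, cut at about 27% in these data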;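 also: 0% = acetylcholine EC80 with DMSO and 100% = DMSO without agonist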
CHRM4 PAM – human M4 muscarinic receptor positive allosteric modulators, primary screen, CHO-K1 cells, Fluo-8 calcium fluorescence; Muscarinic acetylcholine receptor M4 (Homo sapiens), P08173; CHO-K1 hM4/Gqi5, ACh EC20; 0% = ACh EC20, 100% = maximal ACh; activation, % at 3 µM; 0.4% of 360,000 active;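 active = activation above its plate's cutoff, the mean activation of sample wells plus 3 SD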; also: some results filed as inactive read as strong as hits
CRFR2-BP ag – agonists of CRF-BP/CRF-R2 complex, primary screen, cell-based, HEK293, calcium dye fluorescence, uHTS. calcium dye fluorescence (FLIPR); percent of saturating CRF peptide response. 0.46% of 350,000 active. activation, % at 13.2 µM. CRF-binding protein / CRF receptor 2 complex (human);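 active = activation of at least 50%, plus an integration ratio under a set limit after plate pattern correction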;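 also: plate controls were neutral control wells without compound for no effect and CRF at EC100 for full effect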
* = called active by the depositor; x = not tested or not shown.

SMILES | CHRM4 agonist | CRFBP-R2 block | M5 antag | M5 PAM | IDE inh | CHRM5 agonist | M4 antag | CHRM4 PAM | CRFR2-BP ag
Cc1nc(Nc2ccccc2)sc1C(=O)c1ccc(F)cc1 | 16 | 1 | 11 | -16 | 8 | -2 | 4 | -10 | -0.8
O=[N+]([O-])c1ccccc1/C=N/n1c(-c2ccccc2)n[nH]c1=S | -1 | 5 | 7 | 4 | -1 | -6 | -2 | -2 | -1.5
Cn1nc(-c2ccccc2)cc1NC(=O)C1CCCCC1 | 0 | -8 | -1 | 4 | 3 | 1 | 7 | -8 | -2.0
C=CC[C@@H](CC(=O)N(CCO)Cc1ccccc1)C(=O)N[C@@H](COC(=O)[C@H](CC=C)CC(=O)OC(C)(C)C)Cc1c[nH]c2ccccc12 | 5 | 1 | 17 | -6 | -2 | -4 | 2 | -2 | -0.4
COC(=O)C1=CN(c2cccc(C)c2)C=C(C(=O)OC)C1c1cc(OC)c(O)c([N+](=O)[O-])c1 | -3 | 16 | -9 | 8 | 2 | -1 | -2 | 16 | -0.2
COc1ccc(CC(=O)Nc2ccc(OC)c(NC(=O)c3ccco3)c2)cc1 | -1 | -32 | -4 | 2 | 2 | -5 | 3 | -1 | -1.2
O=[N+]([O-])c1ccc(CN2CCN(c3ccc(F)cc3)CC2)o1 | 0 | 12 | -2 | -1 | x | 0 | 10 | -3 | -1.2
N#Cc1ccc(-c2ccc(F)cc2)nc1Sc1ccc(F)cc1 | 0 | 11 | 6 | -8 | -4 | -1 | 9 | 3 | 1.9
CCn1c(SCC(=O)N2CCOCC2)nc(O)cc1=O | 1 | -14 | 4 | 2 | 4 | 1 | -13 | 5 | -0.2
NC(=O)NOCc1ccccc1F | 1 | 2 | 2 | -3 | 0 | 0 | 1 | 11 | 0.7
O=C(C1CCCN(Cc2ccc([N+](=O)[O-])cc2)C1)N1CCCCC1 (configuration not stated) | 1 | 23 | 11 | -1 | -5 | -7 | -7 | 1 | 0.1
CCOC(=O)C1CCCN(C(=O)C2CCN(C(=O)Nc3ccccc3)CC2)C1 (configuration not stated) | -1 | 4 | -1 | 8 | -4 | -2 | -6 | 9 | 0.5

As a working copy, some entries already given:
SMILES | CHRM4 agonist | CRFBP-R2 block | M5 antag | M5 PAM | IDE inh | CHRM5 agonist | M4 antag | CHRM4 PAM | CRFR2-BP ag
Cc1nc(Nc2ccccc2)sc1C(=O)c1ccc(F)cc1 | 16 | 1 | 11 | -16 | 8 | -2 | 4 | -10 | -0.8
O=[N+]([O-])c1ccccc1/C=N/n1c(-c2ccccc2)n[nH]c1=S | -1 | 5 | 7 | 4 | -1 | -6 | -2 | -2 | -1.5
Cn1nc(-c2ccccc2)cc1NC(=O)C1CCCCC1 | 0 | -8 | -1 | 4 | 3 | 1 | 7 | -8 | -2.0
C=CC[C@@H](CC(=O)N(CCO)Cc1ccccc1)C(=O)N[C@@H](COC(=O)[C@H](CC=C)CC(=O)OC(C)(C)C)Cc1c[nH]c2ccccc12 | 5 | 1 | 17 | -6 | -2 | -4 | 2 | -2 | -0.4
COC(=O)C1=CN(c2cccc(C)c2)C=C(C(=O)OC)C1c1cc(OC)c(O)c([N+](=O)[O-])c1 | -3 | 16 | -9 | 8 | 2 | -1 | -2 | 16 | -0.2
COc1ccc(CC(=O)Nc2ccc(OC)c(NC(=O)c3ccco3)c2)cc1 | -1 | -32 | -4 | 2 | 2 | -5 | 3 | -1 | -1.2
O=[N+]([O-])c1ccc(CN2CCN(c3ccc(F)cc3)CC2)o1 | 0 | 12 | -2 | -1 | x | 0 | 10 | -3 | -1.2
N#Cc1ccc(-c2ccc(F)cc2)nc1Sc1ccc(F)cc1 | 0 | 11 | 6 | -8 | -4 | -1 | 9 | 3 | 1.9
CCn1c(SCC(=O)N2CCOCC2)nc(O)cc1=O | 1 | -14 | 4 | 2 | 4 | 1 | -13 | 5 | -0.2
NC(=O)NOCc1ccccc1F | 1 | 2 | 2 | -3 | 0 | 0 | 1 | 11 | 0.7

Later entries
SMILES | CHRM4 agonist | CRFBP-R2 block | M5 antag | M5 PAM | IDE inh | CHRM5 agonist | M4 antag | CHRM4 PAM | CRFR2-BP ag
Cc1ccc2nc(SCC(=O)NCc3cccs3)[nH]c2c1 | 3 | -17 | -2 | 3 | 3 | -2 | -8 | -2 | -0.6
O=C(c1ccc(N2CCOCC2)c([N+](=O)[O-])c1)N1CCN(S(=O)(=O)c2cccs2)CC1 | 5 | -11 | 3 | 0 | 0 | -5 | -2 | -3 | 0.2
CCN(C[C@H]1N[C@@](C)(C(=O)OC)[C@H]2C(=O)N(C)C(=O)[C@@H]12)C(=O)c1ccc(F)cc1 | 1 | -7 | 3 | 1 | 0 | 1 | -5 | 2 | 1.8
COc1ccc(CC2C(=O)OC(C)(C)OC2=O)cc1 | 1 | -1 | 3 | 0 | -1 | 2 | 17 | 8 | -0.3
O=C1c2ccccc2C(c2nnnn2-c2ccc3c(c2)OCCO3)N1C1CC1 (configuration not stated) | 2 | x | -4 | 1 | x | -1 | -13 | 21 | x
Cc1cc(C(=O)CSc2ncccn2)c(C)n1Cc1ccco1 | 2 | 2 | -3 | -1 | 6 | 2 | 1 | -1 | -0.5
Cc1c(C(=O)NCc2cccc([N+](=O)[O-])c2)sc(=O)n1Cc1ccc(C(C)C)cc1 | 4 | x | 1 | -11 | x | -1 | -3 | -7 | x
COc1ccc(OC(=O)COc2ccccc2C)cc1 | 0 | 3 | -9 | 5 | -7 | -5 | -5 | -4 | -0.4
O=Nc1c(O)[nH]c2ccc(Cl)cc12 | 2 | 13 | 4 | -1 | -4 | -3 | -3 | 2 | -0.3
C=CCn1nnc2sc3c(c2c1=O)CCC(C)C3 (configuration not stated) | -1 | -2 | 1 | 3 | 4 | 0 | 2 | 13 | -2.7
Cc1ccccc1NS(=O)(=O)c1ccc(C)c(NS(C)(=O)=O)c1C | 1 | 29 | 2 | -4 | 5 | -2 | 5 | 9 | -2.0
CCCc1nnc2n1N=C(c1ccc([N+](=O)[O-])cc1)CS2 | 0 | 5 | 6 | 2 | 5 | 0 | -9 | -5 | 0.9
NS(=O)(=O)c1ccc(CNC(=O)c2ccccc2SCC(=O)N2CCCC2)cc1 | 0 | 5 | -4 | 2 | 3 | -1 | 0 | 16 | 0.7
CCC(C)NC(=O)COc1ccc(S(=O)(=O)N2CCOCC2)cc1 (configuration not stated) | 1 | 5 | 0 | 6 | -10 | 2 | 9 | -3 | 0.3
CCOc1cccc(-c2nn(-c3ccccc3)cc2/C=C(/C#N)C(=O)NCCCn2ccnc2)c1 | 10 | -14 | 7 | -8 | -4 | -3 | 1 | -10 | 7.5
COc1ccccc1NC(=O)COC(=O)Cn1c(C)csc1=O | 0 | -6 | 4 | -1 | x | 0 | -12 | 5 | -1.4
C[C@@H]1CCCCO[C@@H](CN(C)C(=O)CCCN(C)C)[C@@H](C)CN([C@H](C)CO)C(=O)c2cc(NC(=O)CCC(F)(F)F)ccc2O1 | 1 | -6 | -1 | 4 | x | 2 | -3 | 1 | 1.5
CCCn1c(=O)c2c(nc(Br)n2CCC)n(C)c1=O | 0 | 9 | -2 | -3 | -2 | -1 | 15 | 8 | 0.1
Cc1ccnc(N2CCN(c3cc(C)c(C#N)c4nc5ccccc5n34)CC2)c1 | 3 | -4 | 3 | -6 | -2 | 0 | -6 | -3 | -1.4
COc1ccccc1-n1cnc2cc(C(=O)NC3CCCC3)ccc21 | 1 | -5 | -5 | -6 | -1 | -3 | 17 | -9 | 0.1
CCN(Cc1ccncc1)C(=O)CCc1nnc(CCC2CCCCC2)o1 | 2 | 12 | -11 | 1 | 3 | 0 | -5 | -1 | 1.3
CCCc1cc(=O)[nH]c(SCC(=O)N(C)CC(=O)Nc2ccc(C)cc2)n1 | 1 | -13 | -4 | 23* | 6 | -3 | -17 | 26* | 3.4
COc1cccc(-c2nc(NCc3ccco3)c3ccccc3n2)c1O | 1 | 1 | -4 | 5 | 3 | -3 | -6 | 8 | 0.8
CCOC(=O)c1c(C)n(CCNC(C)=O)c2ccc(O)cc12 | 2 | 16 | -1 | 3 | 1 | 1 | 2 | 2 | -1.6
Fc1ccc(/C=N/n2c(COc3ccccc3)n[nH]c2=S)cc1 | 1 | -6 | 3 | -4 | 4 | -2 | -6 | 2 | -1.1
CCCC(=O)Nc1ccc2c(c1)nc(CN1CCCC1)n2C | 0 | -20 | 0 | 1 | -2 | -2 | 1 | 8 | 2.2
CCOc1ccccc1NC(=O)Nc1ccccn1 | 0 | -3 | 5 | -5 | -5 | -4 | 0 | -4 | -0.4
CN(C)CC(C)(C)CNC(=O)CC1C(=O)NCCN1Cc1ccc(-c2ccccc2)cc1 (configuration not stated) | 0 | -6 | 3 | 0 | 3 | 0 | 8 | 0 | -1.2
COCCCNc1oc(-c2ccccc2Cl)nc1C#N | 2 | 4 | 3 | 0 | -1 | -4 | 4 | 4 | 1.4
CCC(=O)Nc1cccc2c1C(=O)N(C)C2=O | 0 | -1 | -9 | 3 | 0 | -2 | -6 | 10 | 1.0
Cn1c(N)nc2ccccc2c1=O | 1 | 6 | -3 | 9 | 3 | 3 | 9 | 2 | -1.0
CC(C)NCc1nnc(-c2ccc(Cl)cc2)o1 | 0 | -4 | 9 | -2 | 6 | -3 | 3 | -5 | 0.9
Cc1cc(C)nc(NN=C2CCCC2)n1 | 1 | 13 | 1 | -2 | 2 | -3 | 7 | 2 | -1.4
Cc1ccc(NC(=O)COC(=O)[C@@H]2CC(O)CN2S(=O)(=O)c2ccc3c(c2)OCCO3)cc1 (some centres not stated) | 3 | -33 | 5 | 7 | 4 | 0 | 2 | 4 | 1.6
O=S(=O)(NCCNS(=O)(=O)c1ccccc1)c1ccccc1 | 2 | -17 | -1 | -2 | 1 | -1 | -10 | 14 | 2.9
COc1ccc2cc(/C=N/NC(=O)c3ccc(CN(c4ccc(C)c(C)c4)S(C)(=O)=O)cc3)c(Cl)nc2c1 | 5 | 12 | 9 | -11 | 4 | -1 | 5 | -3 | -0.1
CCC(=O)n1nc(-c2cccnc2)nc1NCc1ccc(F)cc1 | 3 | 11 | 1 | 3 | 4 | 6 | -8 | 2 | 4.4
O=C(Nc1cccc(C(F)(F)F)c1)NC1CCN(S(=O)(=O)c2ccc(F)cc2)CC1 | 12 | -2 | 20 | -24 | 4 | -3 | 9 | -12 | -1.2
COc1ccc(/C=C/C(=O)O)cc1S(=O)(=O)NC1CCS(=O)(=O)C1 (configuration not stated) | 1 | -4 | 0 | -8 | -2 | -4 | 4 | 3 | 0.4
